Assay outcomes deposited in PubChem by Sanford-Burnham Center for Chemical Genomics.
mIAP activ: mouse IAP activation; muIAP, CDP-Star luminescence, 30 min; stronger effect = higher value; 1 = vehicle-only enzyme signal, 0 = enzyme-free wells; activation factor at 10 µM; 330,000 compounds, 0.24% hits;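 active means activation factor of at least 2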; further: the source names both 10 and 20 µM as test concentration; values of inactives mirror those of a sister screen read the other way
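System: mouse IAP enzyme. Reagent: CDP-Star chemiluminescent phosphatase substrate. Benchmarks: DMSO wells, no-enzyme wells. Times: 30 min enzyme-substrate-compound incubation at room temperature. Detection: luminescence from enzymatic CDP-Star hydrolysis. Doses: test compounds delivered from DMSO solution.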
SENP1 FRET inh: blocks the human SENP1 SUMO protease catalytic domain | recombinant SENP1 catalytic domain, CyPet-SUMO1-YPet FRET cleavage | Q9P0U3 | inhibition, % at 10 µM | 360,000 compounds, 0.21% hits;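 active means inhibition at least 30% at 10 µM, raw YFP signal under a set limit, fluorescence ratio 0.5 to 1.5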;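 further: 0% = enzyme with DMSO and 100% = no enzyme wells; some results filed as inactive read as strong as hits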
Target sequence (Q9P0U3 419-644 limits assumed): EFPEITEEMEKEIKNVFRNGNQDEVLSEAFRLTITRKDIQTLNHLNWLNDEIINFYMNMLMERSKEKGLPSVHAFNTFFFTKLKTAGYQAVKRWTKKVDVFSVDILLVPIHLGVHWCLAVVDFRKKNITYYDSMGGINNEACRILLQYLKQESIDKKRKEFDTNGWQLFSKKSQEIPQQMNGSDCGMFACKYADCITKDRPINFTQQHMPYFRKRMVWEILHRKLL
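Material – human SENP1 catalytic domain · Input – SENP1 enzyme, 20 pM final · Compound dosing – single concentration of 10 µM compound, 0.5% DMSO final · Timing – enzyme reaction for 50 min at room temperature, dark · Measured by – FRET fluorescence in CFP and YFP emission channels · Control set – no-enzyme wells low, DMSO-plus-enzyme wells high control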
MIN6 prolif: inducers of beta-cell replication in MIN6 cells; MIN6 cells proliferation, ATPlite luminescence, 48 h; cells starved in 0.2% serum; 100% = growth in 10% serum; proliferation, % at 10 µM; 330,000 compounds, 0.29% hits; AID 2380;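 active means compounds whose signal lies at least 3.5 SD above the mean of all wells on their plate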;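 further: 0% = DMSO-treated cells in low-serum medium and 100% = 10% serum control; some compounds called inactive have numbers as strong as hits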
hIAP act: increases human intestinal alkaline phosphatase activity. purified human IAP, CDP-Star luminescence, 30 min; stronger effect = higher value; 1 = vehicle-only enzyme, 0 = enzyme-free background. P09923. 330,000 compounds, 0.16% hits. activation factor at 10 µM;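 active means activation factor of the enzyme at least 2-fold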; further: the source names both 10 and 20 µM as test concentration; values of inactives mirror those of a sister screen read the other way
hIAP inh: blocks human intestinal alkaline phosphatase; inhibition, % at 10 µM; 330,000 compounds, 0.12% hits; P09923; purified IAP, CDP-Star luminescence, 30 min;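 active means inhibition reaching a set limit with compound at 10 µM in the primary screen, cut at about 35% in these data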;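 further: plate controls were DMSO wells with enzyme for no effect and no-enzyme buffer wells for full effect; values of inactives mirror those of a sister screen read the other way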
mIAP block: blocks mouse intestinal alkaline phosphatase; AID 2806; inhibition, % at 10 µM; purified mouse IAP, CDP-Star luminescence, 30 min; 330,000 compounds, 0.2% hits;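 active means inhibition of at least 40% at 10 µM in the primary screen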;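 further: plate controls were DMSO with enzyme for no effect and no enzyme wells for full effect; values of inactives mirror those of a sister screen read the other way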
NLRP3 yeast inh: NALP3 inhibition in yeast | inhibition, % at 10 µM | 330,000 compounds, 0.39% hits | AID 2825 | Yeast reconstituted NLRP3/ASC/caspase-1, beta-gal luminescence, 24 h;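 active means inhibition of 50% or more; inactive means inhibition below 50%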;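 further: plate controls were induced DMSO wells for no effect and uninduced yeast grown without galactose for full effect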
APOBEC3G inh: inhibitors of human APOBEC3G DNA deaminase; 330,000 compounds, 0.28% hits; recombinant A3G, ssDNA deamination FAM/TAMRA fluorescence; inhibition, % at 20 µM;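 active means inhibition of at least 40% at 20 µM, with no more than 30% in the related APOBEC3A deaminase screen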;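 further: plate controls were DMSO wells with A3G for no effect and wells lacking A3G enzyme for full effect; some compounds called inactive have numbers as strong as hits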
Target sequence (Q9HC16 whole entry, looked up): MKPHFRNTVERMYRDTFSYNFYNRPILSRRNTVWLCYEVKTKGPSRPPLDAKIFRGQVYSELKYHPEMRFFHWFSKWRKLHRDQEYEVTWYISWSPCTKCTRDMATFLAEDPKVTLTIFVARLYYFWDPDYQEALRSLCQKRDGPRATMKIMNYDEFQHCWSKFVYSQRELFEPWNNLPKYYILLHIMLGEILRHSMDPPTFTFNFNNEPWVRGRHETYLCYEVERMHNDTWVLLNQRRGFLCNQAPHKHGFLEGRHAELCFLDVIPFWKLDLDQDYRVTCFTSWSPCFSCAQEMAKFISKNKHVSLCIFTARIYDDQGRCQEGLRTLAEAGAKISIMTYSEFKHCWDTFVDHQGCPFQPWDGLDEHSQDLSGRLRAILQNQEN
APOBEC3A inh: human APOBEC3A DNA deaminase inhibition; P31941; recombinant A3A, FAM/TAMRA ssDNA deamination fluorescence; inhibition, % at 20 µM; 330,000 compounds, 0.41% hits; AID 493011;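 active means at least 40% inhibition at 20 µM here, with at most 30% in a related deaminase screen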;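 further: plate controls were A3A with DMSO for no effect and wells lacking A3A enzyme for full effect; some results filed as inactive read as strong as hits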
Target sequence (P31941 whole entry, looked up): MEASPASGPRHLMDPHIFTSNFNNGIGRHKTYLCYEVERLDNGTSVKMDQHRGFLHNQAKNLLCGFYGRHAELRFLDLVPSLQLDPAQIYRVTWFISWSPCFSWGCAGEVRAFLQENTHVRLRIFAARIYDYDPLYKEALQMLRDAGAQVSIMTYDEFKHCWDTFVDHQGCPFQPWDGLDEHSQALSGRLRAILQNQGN
An asterisk follows results filed as active; / = no result given. Only part of the results is shown, so the mix of outcomes need not match the whole.

SMILES	mIAP activ	SENP1 FRET inh	MIN6 prolif	hIAP act	hIAP inh	mIAP block	NLRP3 yeast inh	APOBEC3G inh	APOBEC3A inh
CCN(C[C@H]1N[C@@](CC)(C(=O)OC)[C@H]2C(=O)N(C)C(=O)[C@@H]12)C(C)=O	0.871	-1.5	-1.5	1.1	-9.8	12.9	11.0	-0.5	0.9
CCOC(=O)Cc1csc(NC(=O)c2ccoc2C)n1	0.934	-4.5	-1.9	1	-0.2	6.6	26.4	-2.2	5.1
CCOC(=O)CSc1nnc(CNC(=O)Cc2ccccc2)n1-c1ccccc1OC	0.994	1.0	-0.8	0.833	16.7	0.6	11.9	-3.7	-0.9
O=C(O)C(=O)/C(=C\c1ccc([N+](=O)[O-])cc1)c1ccc2ccccc2n1	0.922	-45.4	-1.3	0.914	8.6	7.8	13.3	-16.6	-1.7
O=C(Nc1cccc(S(=O)(=O)N2CCCCC2)c1)c1cc([N+](=O)[O-])ccc1N1CCOCC1	0.854	1.1	-1.2	0.995	0.5	14.6	16.7	-12.6	1.5
CCn1nc(C)cc1C(=O)NC1CCCc2c1cnn2-c1cc(F)cc(F)c1 (configuration not stated)	1.04	0.8	-1.8	1.1	-10.0	-3.6	-7.9	-5.0	-4.7
CC(C)CCOc1ccc(C(=O)NCC(c2ccco2)N(C)C)cc1 (configuration not stated)	1.04	-8.0	-4.9	0.974	2.6	-3.8	21.2	-5.2	0.8
N#CC1=C(O)C(c2ccccc2)n2c1nc(=O)c1ccccc12 (configuration not stated)	0.983	-25.6	-0.5	1.01	-1.5	1.7	-5.1	3.3	2.9
O=C(COC(=O)c1cccc(F)c1)NCCC1=CCCCC1	1.06	2.3	2.0	1.04	-3.8	-5.7	20.0	-2.3	0.3
Cc1ccc(C2NC(=S)NC3=C2N2CCC3CC2)cc1 (configuration not stated)	0.985	3.2	1.6	0.799	20.1	1.5	9.3	-2.2	-2.1
N#C/C(=C\c1ccc[nH]1)S(=O)(=O)c1ccccc1	0.971	1.8	2.5	0.897	10.3	2.9	15.3	-1.6	2.6
Cc1sc(NC(=O)CCCC(=O)O)c(C#N)c1C	0.952	0.2	1.0	1.08	-8.0	4.8	9.2	-1.9	2.9
CCN(CC(=O)Nc1ccc(NC(C)=O)cc1)C(=O)COc1ccc2ccccc2c1	1.01	-1.4	5.2	1.02	-2.3	-1.2	8.7	-7.4	11.3
Cc1ccc(OCC(=O)NCCNC(=O)c2ccccn2)cc1	0.866	3.7	0.0	0.933	6.7	13.4	8.1	-4.8	0.4
CC(C)(C)c1ccc(C(=O)NNC(=O)CCC(=O)Nc2ccccc2)cc1	1.02	-0.6	-3.8	1.76	-76.2	-1.9	9.3	-1.3	-0.1
O=C(Nc1nnc(CCc2ccccc2)s1)c1cccs1	1.01	2.9	-3.1	1.01	-1.1	-0.9	12.8	-1.1	-17.1
O=C(N1CCCCCC1)N1CCN(C(=O)N2CCCCC2)CC1	1.05	0.9	0.8	0.988	1.2	-5.3	10.9	-5.3	-2.4
O=C(Cc1cccc2ccccc12)Nc1nc(-c2cccc([N+](=O)[O-])c2)cs1	0.873	-3.0	-4.0	0.771	22.9	12.7	8.3	-5.0	1.0
O=C(CSc1nnc(Cc2cccs2)n1Cc1ccco1)Nc1ccc(Cl)cc1Cl	1.05	-6.5	-4.2	0.943	5.7	-5.0	-8.2	-7.2	-3.0
O=C(O)c1ccc2c(=O)n3c(nc2c1)/C(=C/c1ccccc1Br)CC3	0.923	-0.5	1.3	0.906	9.4	7.7	16.3	-6.0	-0.1
S=C(NCCc1ccc(Cl)cc1)Nc1ccc(Cl)cc1Cl	2.33*	2.2	-6.4	0.942	5.8	-133.4	42.7	1.9	10.0
CCNCc1cc(Cl)cc(OC)c1OC(C)C	1.01	0.9	-2.5	0.925	7.5	-1.3	23.1	5.6	3.5
CCOC(=O)c1cc2c(N)c(C(=O)c3ccc(Br)cc3)sc2[nH]c1=O	0.797	-35.2	-3.7	0.946	5.4	20.3	7.0	-2.7	1.7
CCc1nnc(NC(=O)C2CC(=O)N(c3ccc(C)cc3)C2)s1 (configuration not stated)	0.935	1.1	2.9	1.07	-7.3	6.5	-3.3	-7.5	-2.9
Fc1ccc(CCNC(=S)Nc2ccc(F)c(Cl)c2)cc1	1.98	3.0	-7.3	1.2	-19.6	-97.6	34.1	-4.7	0.6
c1ccc2c(c1)CCN(c1ncnc3nc[nH]c13)C2	0.933	0.4	-4.6	1.25	-24.9	6.7	18.5	-7.9	-1.6
O=C(Cc1ccc(Cl)cc1)NCCN1CCCC1	0.967	0.5	1.0	1.15	-14.8	3.3	11.2	0.7	1.2
Cc1cc(C)cc(NC(=O)Cn2nnc(C(=O)NCc3cccs3)c2N)c1	1.06	-1.7	-0.1	1.09	-8.7	-6.1	-5.9	4.8	1.4
CCCN(CCC)CC(O)COc1ccccc1C(=O)Nc1ccccc1 (configuration not stated)	0.982	-2.0	-1.8	0.915	8.5	1.8	16.2	-5.5	2.0
Cc1ccccc1N1CCN(CC(=O)Nc2ccccc2C(=O)NC2CC2)CC1	1.1	-1.6	-3.0	0.94	6.0	-9.7	41.8	-9.2	-3.3
Cc1cc(C)cc(NC(=O)CSc2ccc(-c3ccccn3)nn2)c1	1	1.0	-5.5	1.05	-5.0	0.0	19.5	-6.0	-2.6
CCN1CCN(c2ccc(S(=O)(=O)N3CCOCC3)cc2NC(=O)c2ccc(F)cc2Cl)CC1	1.04	1.4	-3.3	0.956	4.4	-4.5	-2.0	-6.8	11.5
O=C(NCc1cccs1)C1CCN(c2nccs2)CC1	0.884	-14.8	-1.2	0.935	6.5	11.6	7.4	-2.5	-2.1
COC(=O)[C@H](CCSC)NS(=O)(=O)c1ccccc1Br	1.12	2.5	-1.7	0.953	4.7	-11.6	14.3	-11.3	0.5
Nn1cnnc1SCC(=O)Nc1ccc2c(c1)OCCO2	1.01	3.8	-1.3	1.11	-10.7	-1.3	4.4	-3.0	-1.1
O=C(CSCc1ccc(Cl)cc1)NCc1ccc2c(c1)OCO2	0.967	-0.8	2.9	1.06	-6.2	3.3	17.6	-5.8	-2.4
CN(Cc1ccccc1)c1nc2c(c(=O)[nH]c(=O)n2C)n1Cc1ccccc1F	0.997	0.2	1.5	1.16	-16.1	0.3	2.0	-8.7	-5.3
CCOC(=O)c1sc(=S)n(CC)c1NC(=O)C1CC1	1.06	-2.2	-1.9	1.11	-10.8	-5.7	0.8	-5.2	-3.0
O=c1c2ccccc2c(C=Nc2ccc(S(=O)(=O)Nc3ncccn3)cc2)c(O)n1-c1cccc(Cl)c1	0.839	/	-4.6	0.897	10.3	16.1	-7.2	-9.5	-1.1
Cc1nn(CC(=O)Nc2ccc3c(c2)nc2n3CCOC2)c(=O)c2ccccc12	0.947	1.5	-3.6	1.03	-3.2	5.3	7.3	-3.0	1.7
O=C(c1ccc(Cl)cc1)N1CCN(CCOc2ccccc2)CC1	0.998	-1.0	-1.3	0.794	20.6	0.2	16.0	-5.5	-0.2
O=C(Cn1cnc([N+](=O)[O-])c1)Nc1ccc(F)c(Cl)c1	0.987	2.8	-1.1	0.892	10.8	1.3	6.1	-9.7	-3.4
COc1ccc(COc2ncnc3ccc(Br)cc23)cc1F	0.918	-0.9	3.8	0.893	10.7	8.2	18.1	-12.5	-0.3
Cc1ccnc2nc(C(=O)OCC(=O)NC3CCCC(C)C3C)nn12 (configuration not stated)	1.06	-0.3	2.8	0.98	2.0	-5.8	5.4	-4.8	-0.5
O=C(COc1ncnc2ccccc12)NCc1ccco1	1.07	-0.6	-1.9	0.958	4.2	-7.5	5.0	2.2	1.5
Cc1ccc(CN=c2c([N+](=O)[O-])nn(-c3ccc(Cl)cc3)n2O)cc1	0.914	-0.9	-5.7	0.87	13.0	8.6	-6.6	-0.6	1.7
COc1cccc(-c2nc3ccccc3s2)c1O	0.992	-77.4	-4.2	1.32	-31.6	0.8	34.4	-5.5	-2.0
COc1cc(/C=C(\NC(=O)c2ccccc2)C(=O)N2CC3CC(C2)c2cccc(=O)n2C3)cc(OC)c1OC (configuration not stated)	1.08	1.6	-1.5	1.12	-12.5	-8.4	-8.0	-4.3	-4.7
O=C(CN1C(=O)CCSc2ccc(S(=O)(=O)N3CCCC3)cc21)NCc1ccccc1Cl	0.922	4.1	0.5	1.1	-9.7	7.8	7.6	-6.5	-5.5
Cc1cc(Cl)c2ccccc2n1	0.984	2.9	-1.2	0.94	6.0	1.6	0.3	0.7	2.2
CCOC(=O)N1CCN(C(=O)/C=C/c2ccc(OC)cc2)CC1	1.14	1.8	0.0	1.19	-19.1	-14.2	2.5	-3.2	-4.0
CCOc1cc(C2C(C(=O)OC)=CN(C3CCCC3)C=C2C(=O)OC)cc(Br)c1O	1.02	-86.0	0.4	1.05	-5.1	-1.6	3.6	-7.9	-4.9
CCOc1cccc(/C=N/NC(=S)Nc2cc(S(=O)(=O)N3CCOCC3)ccc2N2CCOCC2)c1O	1	-26.4	-5.9	2.13*	-113.5	-0.2	20.6	-9.8	-8.3
COc1ccc(C(=O)C(C)Sc2nnc(C3CC3)n2C2CC2)cc1 (configuration not stated)	0.915	-0.5	-1.0	0.966	3.4	8.5	9.3	-7.9	-2.6
O=C(NCc1cccnc1)C(=O)Nc1nccs1	1.02	/	-0.7	1.09	-9.1	-1.6	-1.8	-7.8	-0.9
O=C(COC(=O)c1cccc(S(=O)(=O)N2CCc3ccccc32)c1)NC1CCS(=O)(=O)C1 (configuration not stated)	1.07	-4.8	-2.4	1.16	-15.8	-6.6	12.2	-3.4	-0.6
Cc1csc(CNc2ncnc3ccc(-c4cccc(Cl)c4)cc23)c1	1.14	0.1	-5.3	0.847	15.3	-14.3	27.2	-0.5	1.9
Cc1c(/C=C2\NC(=O)NC2=O)c2ccccc2n1C	0.914	-9.6	-3.2	0.94	6.0	8.6	17.4	-7.9	-7.0
CNc1ccc(S(=O)(=O)NCC(=O)OCC(=O)Nc2cccc(Cl)c2Cl)cc1[N+](=O)[O-]	0.931	-0.9	0.4	0.891	10.9	6.9	22.4	-9.5	1.0
COC(=O)c1ccc(Cn2c(C)cc(C)[n+]2C)o1	0.96	2.9	-0.9	1.18	-18.2	4.0	-2.7	29.3	51.6*
COc1ccccc1CNC(=O)CCc1nc2ccccc2c(=O)[nH]1	0.998	-4.7	0.5	0.968	3.2	0.2	-9.2	-11.2	-3.9
COC(=O)c1ccc(CSCC(=O)Nc2cc(OC)cc(OC)c2)o1	0.978	0.0	-1.9	1.15	-15.0	2.2	24.8	-11.3	-3.2
CN1CCN(S(=O)(=O)c2cccc(C(=O)NCCOc3ccccc3F)c2)CC1	0.991	-3.2	-1.9	0.934	6.6	0.9	9.0	-4.4	-7.7
